Giardia kill: Small Molecules that selectively kill Giardia lamblia: qHTS | Giardia lamblia trophozoite viability | activity change, % at 7.66 µM, hits read low | actives 0.15% (n = 340,000) | AID 540267, 2011; in the data active means activity change below about -80%; inconclusive means between about -30% and that limit;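 further: parasites exposed to compound for two days anaerobically before the ATP read; on the % scale 0 is the no-effect control and ±100 the full control effect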
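Killing of trophozoites was scored by loss of ATP luminescence after a 48 hrs anaerobic exposure to compounds at 37 deg C, using 100 cells per well.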
FBPA coupling cs: qHTS Assay for Inhibitors of Fructose-1,6-bisphosphate Aldolase from Giardia Lamblia: Coupling assay counterscreen | coupling enzyme system counterscreen, AmpLite Red fluorescence | activity change, negative = inhibition, % at 58.2 µM, hits read low | actives 0.67% (n = 290,000) | AID 2472, 2010; in the data active means activity change below about -30%; further: on the % scale 0 is the no-effect control and ±100 the full control effect
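Coupling enzymes only (glyceraldehyde-3-phosphate) + compound, at 57.5 uM final, 10 min RT; add substrate/coupling/AmpLite Red mix, 20 min RT; fluorescence ex 525/em 598 nm. Actives flag coupling-system interference.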
TCR activator: Activators of T cell receptors: qHTS campaign | 330,000 tested, under 10 active | primary human leukocytes, anti-CD3, IL-2 HTRF, 48 h | Potency, µM (series often up to 9.22 µM), for inactives: at the highest dose activation of IL-2 secretion, hits mostly activators; further: % of control where 0% means no effect
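Compounds are tested in HTS on primary human leukocytes co-incubated with a-CD3 beads for 48 hr. IL-2 output is measured by time-resolved FRET.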
TSHR antag: Antagonists of the Thyroid Stimulating Hormone Receptor: HTS campaign | Thyrotropin receptor (Homo sapiens), P16473 | TSHR-expressing cells, TSH-stimulated cAMP HTRF, 2 h; stronger effect = lower value | activity change, negative = inhibition, % at 11.5 µM | actives 0.2% (n = 330,000) | AID 504810, 2011;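 active means activity change below a set negative limit, meaning inhibition stronger than a set level, cut at about -70% in these data; inconclusive means activity change between two set negative limits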; further: on the % scale 0 is the no-effect control and ±100 the full control effect
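TSHR-expressing cells were treated with compounds, then stimulated with TSH at EC80 (4nM final) for 2 hours at 37 deg C. Cellular cAMP was measured by HTRF competition between lysate cAMP and cAMP-d2 for a cryptate-labelled anti-cAMP antibody.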
KCNH2 WT inh: qHTS for Inhibitors of KCHN2 3.1: Wildtype qHTS | actives 0.37% (n = 340,000) | activity change, % at 1.84 µM | U2OS, BacMam KCNH2, thallium flux FluxOr; stronger effect = lower value;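 active means maximum activity change below -70%; inconclusive means maximum activity change between -70% and -50%; inactive means maximum activity change above -50%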; further: on the % scale 0 is the no-effect control and ±100 the full control effect
Target sequence (Q12809 whole entry, looked up): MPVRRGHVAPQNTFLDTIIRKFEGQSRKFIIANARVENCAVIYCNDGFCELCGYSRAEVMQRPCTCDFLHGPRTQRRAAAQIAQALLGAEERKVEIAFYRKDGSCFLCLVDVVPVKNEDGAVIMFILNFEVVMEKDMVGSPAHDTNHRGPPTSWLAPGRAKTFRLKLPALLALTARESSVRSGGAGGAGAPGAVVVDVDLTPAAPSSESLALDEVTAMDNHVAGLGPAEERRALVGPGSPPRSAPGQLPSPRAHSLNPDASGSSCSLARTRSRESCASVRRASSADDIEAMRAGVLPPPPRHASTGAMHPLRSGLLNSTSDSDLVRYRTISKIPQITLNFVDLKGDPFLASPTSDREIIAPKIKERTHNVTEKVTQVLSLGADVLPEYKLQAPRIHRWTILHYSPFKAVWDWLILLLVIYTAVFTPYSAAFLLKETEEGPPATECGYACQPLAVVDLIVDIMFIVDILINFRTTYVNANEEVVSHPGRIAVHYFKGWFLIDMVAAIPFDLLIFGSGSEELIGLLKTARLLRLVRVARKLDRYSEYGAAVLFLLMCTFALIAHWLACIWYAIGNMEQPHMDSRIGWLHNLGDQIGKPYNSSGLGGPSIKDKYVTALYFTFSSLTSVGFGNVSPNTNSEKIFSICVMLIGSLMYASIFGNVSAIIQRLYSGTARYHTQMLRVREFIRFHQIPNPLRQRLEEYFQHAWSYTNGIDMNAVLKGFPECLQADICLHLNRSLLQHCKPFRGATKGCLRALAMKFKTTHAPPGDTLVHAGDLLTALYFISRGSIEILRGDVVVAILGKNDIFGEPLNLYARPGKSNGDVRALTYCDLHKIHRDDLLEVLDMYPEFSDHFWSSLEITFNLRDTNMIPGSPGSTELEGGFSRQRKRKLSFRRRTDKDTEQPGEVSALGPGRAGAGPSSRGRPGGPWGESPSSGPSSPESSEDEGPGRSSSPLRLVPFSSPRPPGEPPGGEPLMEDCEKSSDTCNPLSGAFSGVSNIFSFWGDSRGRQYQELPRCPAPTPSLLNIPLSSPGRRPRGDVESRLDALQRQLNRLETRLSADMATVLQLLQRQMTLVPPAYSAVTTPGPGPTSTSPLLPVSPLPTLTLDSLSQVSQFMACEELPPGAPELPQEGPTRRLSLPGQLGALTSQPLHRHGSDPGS
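U2OS cells were transduced with wild-type KCNH2 virus (2.03 x 10^8 / mL) for 4 h at room temperature, then cultured overnight at 37 C. Thallium flux was read with FluxOr dye. Rate constants were normalized to DMSO controls.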
GALK inhibitor: qHTS Assay for Inhibitors of Human Galactokinase (GALK). P51570. Purified GALK, Kinase-Glo residual ATP luminescence. Potency, µM (series often up to 57.5 µM), for inactives: top-dose activity change, negative = inhibition, hits mostly inhibitors. actives 0.007% (n = 270,000). AID 1868, 2009; further: potency means the concentration at half of the fitted maximal effect; on the % scale 0 is the no-effect control and ±100 the full control effect
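Galactose (100 uM) and ATP (35 uM) were turned over by 5 nM GALK for 1 h at RT. Kinase-Glo Plus then converted the remaining ATP into a luminescent signal.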
A-T KAP1 phos: qHTS Assay for Identifying a Potential Treatment of Ataxia-Telangiectasia. […] A-T fibroblasts, KAP-1 phosphorylation AlphaLISA; neocarzinostatin DNA damage 30 min before lysis. Potency, µM (doses to about 57.5 µM), for the others: at the top dose activation, most hits filed as activators. actives 0.19% (n = 320,000); further: potency means the concentration at half of the fitted maximal effect; % of control where 0% means no effect; nearly all actives have a fitted effect of over 45% in size
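hTERT-immortalized A-T patient fibroblasts ([…]), 500 cells/well in OPTI-MEM, 1% FBS, got compounds for 60 min, then NCS for 30 min at 37C. Lysates were then assayed for phospho-KAP-1 by AlphaLISA (anti-pKAP1 donor, anti-KAP1 acceptor beads), 6 hr at 25C.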
BCR signal inh: qHTS Assay to Find Inhibitors of Chronic Active B-Cell Receptor Signaling; Potency, µM (highest dose often 46.1 µM), inactives show top-dose ratio change, negative = lower green/red ratio, hits mostly inhibitors; actives 0.05% (n = 340,000); ABC-DLBCL IkBa-CBG/CBR reporter, luminescence ratio, 4 h; active means well fitted inhibition curve with a large enough effect in the signal ratio, with a control signal flat, not every such curve was filed as active; inconclusive means small, poorly fitted or top-dose-only effect, or effect the other way, or a change in a side signal; the % refers to the signal ratio;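 further: potency means the concentration at half of the fitted maximal effect; plate controls were basal doxycycline-induced cells for no effect and cells given 10 µM MG132 for full effect; MG132 reads +100%, hits lower the ratio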
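TMD8 ABC-DLBCL cells carrying doxycycline-inducible green luciferase fused to IkappaBalpha plus unfused red luciferase were exposed to compounds (up to 46 uM) for 4 hrs at 37C. Activity came from the overlap-corrected green/red luminescence ratio.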
Tb PFK block: qHTS Assay to Find Inhibitors of T. brucei phosphofructokinase; actives 0.17% (n = 330,000); Potency, µM (highest dose often 57.5 µM), for inactives: at the highest dose activity, negative = inhibition, hits mostly inhibitors; T. brucei PFK, ADP-Glo luminescence; AID 485367, 2010;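 further: potency means the concentration at half of the fitted maximal effect; 0% = uninhibited 1x PFK enzyme wells and -100% = no-enzyme wells; nearly all actives have a fitted effect of over 60% in size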
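Luminescent ADP detection (ADP-Glo, two-step: ATP depletion then ADP-to-ATP conversion for luciferase) reported PFK activity after 45 min room-temperature reaction of 1.25 nM enzyme with 0.5 mM F6P and 0.1 mM ATP at pH 8.0.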
CXXC DNA block: qHTS Fluorescence Polarization Assay for Inhibitors of MLL CXXC domain - DNA interaction | AID 2662, 2010 | Potency, µM (titrated, usually from 115 µM), for the others: top-dose activity change, negative = inhibition, actives largely listed as inhibitors | actives 0.037% (n = 290,000) | MLL-CXXC / FITC-HOXA9 DNA fluorescence polarization; active means well fitted inhibition curve with a large enough effect in the polarisation, with a control signal flat, not every such curve was filed as active; inconclusive means small, poorly fitted or top-dose-only effect, or effect the other way, or a change in a side signal; inactive means no such curve, though single readings can be large or run the other way; the % refers to the polarisation; further: potency means the concentration at half of the fitted maximal effect
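Steps: dispense CXXC domain solution (7 uM) → pin compounds or unlabeled HOX-A9 DNA control → 5 min ambient → add FLSN-HOX-A9 solution (50 nM) → spin → 30 min ambient → fluorescence polarization. Tris pH 7.5/NaCl/DTT/BSA buffer.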
* hit, by the source's call; [ ] = another dose, or the depositor's remark. Unless noted, the call rests on the fitted dose curve; in most records, active means well fitted curve in the direction sought with a large enough effect; inconclusive means small, poorly fitted or top-dose-only effect, or another doubt; inactive means no such curve, though single readings can be large; an effect the other way counts as inactive or inconclusive. This is a random part of the collection; overall some 1.6% were active at least once.

How did Cc1ccc2nc(-c3ccncc3)cc(C(=O)NCc3ccccc3F)c2c1 do in these assays?
Giardia kill: -17; FBPA coupling cs: -1; TCR activator: 4%; TSHR antag: -18; KCNH2 WT inh: -7; GALK inhibitor: -2%; A-T KAP1 phos: 1%; BCR signal inh: -1%; Tb PFK block: -1%; CXXC DNA block: inconclusive

Results for Cc1cc(OCC(=O)Nc2ccc3c(c2)OCCO3)cc(C)c1Cl ?
Giardia kill: 4; FBPA coupling cs: -1; TCR activator: -2%; TSHR antag: -13; KCNH2 WT inh: 2; GALK inhibitor: -3%; A-T KAP1 phos: 5%; BCR signal inh: -21%; Tb PFK block: 0%; CXXC DNA block: -3%

How did CC(C)CC(=O)Nc1c2c(nn1-c1cccc(Cl)c1)CS(=O)C2 (stereo not given) do in these assays?
Giardia kill: 4; FBPA coupling cs: -1; TCR activator: -1%; TSHR antag: 0; KCNH2 WT inh: 2; GALK inhibitor: 3%; A-T KAP1 phos: inconclusive; BCR signal inh: 1%; Tb PFK block: 0%; CXXC DNA block: inconclusive

Results for COc1ccc(-c2noc(CCC(=O)Nc3cccnc3)n2)cc1 ?
Giardia kill: 14; FBPA coupling cs: 1; TCR activator: -7%; TSHR antag: 0; KCNH2 WT inh: 21; GALK inhibitor: -2%; A-T KAP1 phos: 0%; BCR signal inh: 16%; Tb PFK block: -4%; CXXC DNA block: 31%[activator]

How did CCN(C(=O)CSc1nnc(Nc2cccc(C)c2C)s1)C1CCS(=O)(=O)C1 (stereo not given) do in these assays?
Giardia kill: -22; FBPA coupling cs: 2; TCR activator: 2%[46.1 µM]; TSHR antag: 7; KCNH2 WT inh: 1; GALK inhibitor: -1%; A-T KAP1 phos: -4%; BCR signal inh: -3%; Tb PFK block: -7%; CXXC DNA block: 2%

How did COC(=O)CCc1nc2ccccc2nc1OC do in these assays?
Giardia kill: 18; FBPA coupling cs: 2; TSHR antag: -6; KCNH2 WT inh: 1; GALK inhibitor: -3%; A-T KAP1 phos: 3%; BCR signal inh: inconclusive; Tb PFK block: -1%; CXXC DNA block: -1%

What do the screens show for `CCN1C(=O)N(C)C2(c3ccccc3)N(C)C(=O)N(C)C12c1ccccc1` (stereo not given)?
Giardia kill: -22; FBPA coupling cs: -1; TCR activator: -31%; TSHR antag: -3; KCNH2 WT inh: 6; GALK inhibitor: -2%; A-T KAP1 phos: -6%; BCR signal inh: 7%; Tb PFK block: 1%; CXXC DNA block: 10%

Results for S=c1[nH]ncn1/N=C/c1cccc(Oc2ccccc2)c1 ?
Giardia kill: -16; FBPA coupling cs: -7; TCR activator: 0%; TSHR antag: -12; KCNH2 WT inh: 8; GALK inhibitor: -1%; A-T KAP1 phos: 10%; BCR signal inh: inconclusive; Tb PFK block: -6%; CXXC DNA block: inconclusive

How did CC(Sc1nncn1C)C(=O)Nc1ccc2ccccc2c1 (stereo not given) do in these assays?
Giardia kill: -23; TCR activator: -3%; TSHR antag: 5; KCNH2 WT inh: -4; A-T KAP1 phos: -2%; BCR signal inh: 16%; Tb PFK block: 9%

How did COC(=O)c1ccc2[nH]c3cccc(/C(=C/c4ccccc4)c4ccccc4)c3c2c1 do in these assays?
Giardia kill: -21; FBPA coupling cs: -6; TCR activator: -1%; TSHR antag: 2; KCNH2 WT inh: -13; A-T KAP1 phos: inconclusive; BCR signal inh: inconclusive; Tb PFK block: 3%; CXXC DNA block: 12%

How did O=C(Cn1cc(S(=O)(=O)Cc2cccc([N+](=O)[O-])c2)c2ccccc21)N1CCOCC1 do in these assays?
Giardia kill: -8; TCR activator: 1%; TSHR antag: -3; KCNH2 WT inh: 10; GALK inhibitor: -4%; A-T KAP1 phos: 7%; BCR signal inh: 3%; Tb PFK block: 1%; CXXC DNA block: 13%

What do the screens show for `CCN(CC(=O)Nc1ccc(NC(C)=O)cc1)C(=O)c1cc2ccccc2oc1=O`?
Giardia kill: -10; TCR activator: 6%; TSHR antag: 7; KCNH2 WT inh: -7; A-T KAP1 phos: 8%; BCR signal inh: 0%; Tb PFK block: -7%

Results for Cc1nc(C(=O)N(C)C)nn1-c1cc(Cl)ccc1Cl ?
Giardia kill: 2; FBPA coupling cs: 1; TCR activator: -6%; TSHR antag: 1; KCNH2 WT inh: -3; GALK inhibitor: 1%; A-T KAP1 phos: 10%; BCR signal inh: inconclusive; Tb PFK block: -6%; CXXC DNA block: -3%

How did Cc1nn(C)c(C(=O)NNC(=S)NCc2ccccc2)c1Cl do in these assays?
Giardia kill: -28; FBPA coupling cs: 0; TCR activator: 5%; TSHR antag: -4; KCNH2 WT inh: -10; GALK inhibitor: -3%; A-T KAP1 phos: -5%; BCR signal inh: inconclusive; Tb PFK block: 3%; CXXC DNA block: 6%

Results for CC1(C)SCC(C(=O)O)N1C=O (stereo not given) ?
Giardia kill: 14; FBPA coupling cs: 2; TCR activator: -9%; TSHR antag: 5; KCNH2 WT inh: -19; GALK inhibitor: 0%; A-T KAP1 phos: -1%; BCR signal inh: 3%; Tb PFK block: 1%; CXXC DNA block: 3%

How did Cc1nn2c(N)csc2nc1=O do in these assays?
FBPA coupling cs: -6; TSHR antag: 0; GALK inhibitor: 3%; A-T KAP1 phos: 3%; BCR signal inh: 8%; Tb PFK block: -8%; CXXC DNA block: 7%

What do the screens show for `COC(=O)CCC(=O)Nc1cccc(Cl)c1`?
Giardia kill: -19; FBPA coupling cs: -6; TCR activator: -1%[46.1 µM]; TSHR antag: 4; KCNH2 WT inh: 0; GALK inhibitor: -1%; A-T KAP1 phos: 0%; BCR signal inh: inconclusive; Tb PFK block: -9%; CXXC DNA block: -9%

What do the screens show for `CCSc1nnc(NC(=O)c2c(-c3ccccc3Cl)noc2C)s1`?
Giardia kill: 14; FBPA coupling cs: 10; TCR activator: -1%; TSHR antag: -46; KCNH2 WT inh: -14; GALK inhibitor: 0%; A-T KAP1 phos: 5%; BCR signal inh: inconclusive; Tb PFK block: 3%; CXXC DNA block: -11%

Results for CCOC(=O)CCP(=O)(O)C(O)c1ccc(OC)cc1 (stereo not given) ?
Giardia kill: 27; FBPA coupling cs: 2; TCR activator: -1%; TSHR antag: 6; KCNH2 WT inh: 14; GALK inhibitor: 4%; A-T KAP1 phos: 5%; BCR signal inh: -1%; Tb PFK block: 0%; CXXC DNA block: 1%

How did O=C(CCNS(=O)(=O)c1ccc(Br)s1)N1CCN(c2ccccc2)CC1 do in these assays?
Giardia kill: -11; FBPA coupling cs: 1; TCR activator: -3%; TSHR antag: -11; KCNH2 WT inh: -1; GALK inhibitor: 0%; A-T KAP1 phos: 6%; BCR signal inh: -6%; Tb PFK block: -3%; CXXC DNA block: 3%

Results for CC(=O)Nc1ccc(S(=O)(=O)c2c(N)n(CCN3CCOCC3)c3nc4ccccc4nc23)cc1 ?
Giardia kill: -2; FBPA coupling cs: -2; TCR activator: -8%; TSHR antag: 11; KCNH2 WT inh: -17; GALK inhibitor: 5%; A-T KAP1 phos: -1%; BCR signal inh: 0%; Tb PFK block: -10%; CXXC DNA block: -9%

How did CNC(=O)CNC(=O)Nc1ccc(C)cc1 do in these assays?
Giardia kill: 0; FBPA coupling cs: 2; TCR activator: 3%; TSHR antag: -3; GALK inhibitor: 1%; A-T KAP1 phos: 3%; BCR signal inh: 2%; Tb PFK block: 2%; CXXC DNA block: 13%

What do the screens show for `CCS(=O)(=O)c1ccc2oc(SCC(=O)N3c4ccccc4CC3C)nc2c1` (stereo not given)?
Giardia kill: 8; FBPA coupling cs: -5; TCR activator: 5%; TSHR antag: -15; KCNH2 WT inh: -10; GALK inhibitor: -1%; A-T KAP1 phos: 5%; BCR signal inh: 11%; Tb PFK block: -2%; CXXC DNA block: 9%

What do the screens show for `CSc1ccccc1NC(=O)COC(=O)CSc1ccc(C)cc1`?
Giardia kill: 10; TCR activator: 0%; KCNH2 WT inh: -7; A-T KAP1 phos: 2%; BCR signal inh: inconclusive; Tb PFK block: 0%

Results for O=C(CN(Cc1ccc2c(c1)OCO2)C(=O)CNS(=O)(=O)c1ccccc1)NCc1ccco1 ?
Giardia kill: 0; FBPA coupling cs: 1; TCR activator: 5%; TSHR antag: -3; KCNH2 WT inh: -2; GALK inhibitor: 0%; A-T KAP1 phos: 1%; BCR signal inh: 4%; Tb PFK block: -8%; CXXC DNA block: 6%
